Growth percent in the NCI-60 one-dose screen (48 h, 10 µM unless noted): 100 = growth as untreated, 0 = no growth, -100 = all killed.
NCI-H23 = NCI-H23 lung cancer | 80,000 compounds, 4% hits
HCT-15 = HCT-15 colon cancer. AID 1794746. 82,000 compounds, 5.2% hits
SW-620 = SW-620 colon cancer | 82,000 compounds, 5.2% hits
NCI-H322M = NCI-H322M lung cancer; 80,000 compounds, 2.7% hits; AID 1794733
NCI-H460 = NCI-H460 lung cancer. 82,000 compounds, 6.8% hits
NCI-H522 = NCI-H522 lung cancer; AID 1794739; 78,000 compounds, 8% hits
NCI-H226 = NCI-H226 lung cancer; 79,000 compounds, 3.5% hits; AID 1794732
COLO 205 = COLO 205 colon cancer; 79,000 compounds, 7.3% hits; AID 1794742
HT29 = HT29 colon cancer | 81,000 compounds, 7.4% hits | AID 1794748
Starred values were filed as active, the others as inactive; · = no result given; & = joins results of further samples; ! = not confirmed by another sample. How the source made its calls: active means growth percent below 10; inactive means the rest. An unsorted share of the library. Share with any hit: about 12%.

SMILES	NCI-H23	HCT-15	SW-620	NCI-H322M	NCI-H460	NCI-H522	NCI-H226	COLO 205	HT29
CCN1C(=O)N(CC)C2Nn3c(s/c(=C\c4cccnc4)c3=O)=NC21 (stereo unspecified)	94	89	85	99	103	89	101	98	85
CCOC(=O)c1cnc2c(-c3nc4ccccc4s3)c(Nc3ccccc3)nn2c1N	107	103	99	88	97	71	95	108	90
Nn1c(NNC(=O)C2CCCN2)n[nH]c1=S (stereo unspecified)	105	99	95	110	108	91	102	109	108
CC(=O)O[C@@H]1CCN2C(=O)Nc3cc(C(F)(F)F)ccc3[C@@H]2C1	99	108	116	99	106	90	89	113	99
O=Cc1ccccc1OCc1cn(CC(=O)Nc2nc3ccccc3s2)nn1	100	107	113	·	107	96	100	112	103
COc1cccc(OC)c1-c1nnn(C)c1C(=O)N1CCN(c2ccc(C#N)cc2Cl)CC1	·	97	96	86	105	99	94	106	111
CCCCCCC#Cc1ccc(S(=O)(=O)Nc2cccc(-c3csc(NC(C)=O)n3)c2)cc1	81	73	90	90	47	54	79	86	51
Cc1ccc(Cl)c(S(N)(=O)=O)c1	102	118	105	111	112	88	114	·	·
CCn1c(N/N=C\c2ccc(OC)cc2)nc2c1c(=O)n(C)c(=O)n2C	110	108	105	109	110	99	109	110	103
COC(=O)c1ccc([N+](=O)[O-])cc1I	101	103	105	109	109	80	100	102	91
CSCCC(NC(=O)CCc1nc2c(=O)[nH]c(=S)[nH]c2[nH]c1=O)C(=O)O (stereo unspecified)	96	95	99	104	101	88	93	117	107
CCC(C)C(O)Cc1cc(O)cc(=O)o1 (stereo unspecified)	106	98	98	108	107	124	96	122	121
CSc1nc(-c2cccc(Br)c2)c(C#N)c(=O)[nH]1	102	103	102	102	106	102	98	133	106
O=C(CSc1nnc(-c2ccc(-c3nc4ccc(Cl)cc4[nH]3)cc2)o1)Nc1ccc(C(=O)/C=C/c2ccccc2)cc1	104	104	107	102	112	91	105	106	106
NS(=O)(=O)c1ccc(Nc2nc(N/N=C/c3cn(-c4ccccc4)nc3-c3ccccc3)nc(Nc3ccccc3)n2)cc1	87	87	119	102	105	99	89	130	113
COC(=O)C1C(O)C(C)C(O)C(C)C=C(C)C2=C3C(=C(C)C(=O)c4c(O)c(c(C)c(OC(C)=O)c43)NC(=O)C(C)=C/C=C\C(C)C(O)C(C)C1O)OCO2 (stereo unspecified)	107	115	103	140	114	75	104	125	114
Cc1ccc(C(=O)c2ccc(CCc3ccc(C(=O)c4ccc(C)cc4)cc3)cc2)cc1	76	83	90	·	89	75	79	104	76
CCCNC(=O)c1c(NC(=O)C23CC4CC(CC(C4)C2)C3)sc2c1CCCC2	105	95	114	93	103	95	85	115	107
O=C1Nc2ccccc2/C1=N/N=C/c1cc(Cl)cc(Cl)c1O	103	96	104	91	101	90	88	106	104
NC(=O)SCC(=O)Nc1ccc(S(=O)(=O)Nc2ccccn2)cc1	97	105	103	92	94	76	102	96	91
COC1=CC(c2ccc[nH]2)=N/C1=C\c1[nH]c(C)c(C(=O)CCCCC(=O)NC(C)(C)C)c1C	41	-32*	·	46	5.4*	-28*	37	44	3.4*
CCOC(=O)c1c(N2CCOCC2)[nH]c(=O)c(C=Nc2ccccc2OC)c1O	92	110	103	99	103	82	102	127	110
O=Nc1ccc(O)cc1O	100	106	112	114	117	86	103	136	112
CCOC(=O)c1cnc2ccccc2c1Nc1cccc(NS(C)(=O)=O)c1	104	102	106	109	108	97	105	122	116
CC(C)CCCC(=O)O	106	·	100	93	102	103	101	112	104
CCOC(=O)/C(C#N)=C\Nc1ccccc1Cl	104	100	93	94	106	92	91	111	89
COC(=O)c1c2c(n3ccccc13)C(=O)c1ccccc1C2=O	45	51	41	23	1.2*	54	74	28	55
BrCCCOc1cccc(OCCCBr)c1	83	87	88	101	98	47	76	105	86
CCOC(=O)NCc1ccco1	101	106	94	112	110	105	101	116	102
CC(C)(C)c1ccc(O)c(CNC2CCCCC2)c1	91&97	85&108	98&101	100&98	94&103	85&102	81&97	9.7*!	95&79
NS(=O)(=O)c1ccc(NCc2nc(NC(Cc3ccccc3)C(=O)O)c3ccccc3n2)cc1 (stereo unspecified)	·	94	97	99	98	93	81	110	106
O=C1CCCN1C1CCN(Cc2ccc(Cl)cc2)c2ccc(Cl)cc21 (stereo unspecified)	71	77	81	75	80	68	79	109	67
COc1ccc(N2CCN(/C(=N/c3sc(-c4ccccc4)nc3-c3ccccc3)c3ccc(C)cc3)CC2)cc1	87	99	93	94	115	92	96	110	99
C=CCn1c(SC/C(=N\O)c2ccc(C)cc2)nnc1-c1c[nH]c2ccccc12	·	89	96	94	91	85	77	106	104
COc1ccc(OC)c(C2OC(c3cc(OC)c4ccccc4c3OC(C)=O)=NN2C(C)=O)c1 (stereo unspecified)	85	82	99	84	97	90	97	116	94
NC(CCCCC(=O)O)C(=O)O (stereo unspecified)	102	102	106	106	114	107	104	121	106
CCNc1cc2oc(=O)cc(C)c2cc1C	110	105	100	94	104	98	93	109	100
NC1=NC(c2c[nH]c3ccccc23)C2=C(N1)c1ccccc1C2 (stereo unspecified)	79	70	93	89	93	75	88	107	79
CC(=O)c1c(C)n(-c2ccccc2)c2c1c(-c1ccc(C)o1)nc1ccccc12	101	88	101	98	96	71	92	101	68
CC(C)C(=O)OC(c1cc2c(cc1Br)OCO2)C(C)Br (stereo unspecified)	95	108	98	105	104	103	108	117	113
COc1c(/C=N/N=c2sc(C(C)=O)nn2-c2ccc([N+](=O)[O-])cc2)c(O)cc2oc(C)cc(=O)c12	101	91	100	96	109	94	93	118	108
NC1N=C(Nc2ccccc2)N=CC(c2cc3cc(Br)ccc3oc2=O)=N1 (stereo unspecified)	93	105	101	95	97	75	86	109	99
CC(C)C1=NOC(=O)C1=Cc1cn(-c2ccccc2)nc1-c1ccc(F)cc1	96	61	61	95	77	66	94	94	29
c1ccc(-n2nnnc2-c2cccc3ccccc23)cc1	52	19	21	30	10.0*	·	79	-18*	-1.0*
O=C(CSc1nc2c(c(=O)[nH]1)CCCC2)Nc1ccccc1C(=O)O	100	98	116	102	120	84	101	124	105
CN1CCN(CCCCCN=c2cc3c(=O)n(CCCCCN4CCN(C)CC4)c(=O)c4c(NCCCCCN5CCN(C)CC5)cc5c(O)n(CCCCCN6CCN(C)CC6)c(=O)c2c5c4-3)CC1	34	107	22	-23*	5.2*	·	0.1*	-15*	·
C/C(=N\NC(=S)Nc1ccccc1)c1nnn(-c2ccc([N+](=O)[O-])cc2)c1C	89	61	83	85	63	96	96	77	69
CC1SC(c2ccc(C(F)(F)F)cc2)N(Nc2ccccc2)C1=O (stereo unspecified)	96	96	102	102	111	87	111	113	98
FC(F)(F)c1ccc(-c2cccc3c2C2CC3CCN2Cc2ccccc2)cc1 (stereo unspecified)	70	81	86	117	88	68	75	80	51
COc1cc(CNC(=O)c2cc(OC)c(OC)c(OC)c2)ccc1O	99	103	101	94	106	100	97	104	100

Other entries.
SMILES	NCI-H23	HCT-15	SW-620	NCI-H322M	NCI-H460	NCI-H522	NCI-H226	COLO 205	HT29
CC(=O)Nc1ccc(/C=N/Nc2nc3ccccc3s2)cc1	84	95	114	96	106	94	90	110	105
O=CN1N=C(c2cccc(Nc3ccncc3)c2)CC1c1ccc(F)cc1 (stereo unspecified)	95	97	99	99	106	90	82	99	77
O=C1CC2(CCCCC2)Oc2cccnc21	98	94	107	90	108	99	98	105	110
COC(=O)[C@H]1Cc2c([nH]c3ccccc23)[C@@H](c2cccs2)N1	104	102	100	100	105	79	98	131	97
Cc1ccccc1C(O)(c1ccccc1)c1ccccc1	98	106	99	107	98	78	99	127	91
NNC(=O)c1cc(-c2ccccc2)nc2ccccc12	95&87	100&100	99&96	105&103	101&100	97&51	87&91	107&92	106&82
C=C(C)COc1ccc(Br)cc1	106	110	106	107	111	102	108	120	104
CC1(C)CC(=O)C2=C(C1)NC(=O)CC2	105&105	101&97	101&103	99&107	109&103	94	99&92	116&120	100&99
CC(C)(C)[Si](C)(C)OCC1OC(n2cnc3c(N)ncnc32)C(O)C1O (stereo unspecified)	103	112	103	103	105	97	104	106	106
CC(C)(C)OC(=O)COc1ccc([N+](=O)[O-])cc1Cl	110	96	105	119	106	·	107	108	107
N#Cc1ccccc1C#N	101	107	113	113	121	114	101	108	108
COc1ccc(-c2cn(CCCCN3C(=O)C(=O)c4ccccc43)nn2)cc1	93	96	91	106	101	91	90	108	114
COc1ccc(C(=O)c2cc3c(N)c(C(=O)Nc4ccccc4)sc3nc2C)cc1	36	19	28	63	6.2*	9.6*	65	7.6*	15
Cc1cc([N+](=O)[O-])ccc1I	93	·	107	99	103	·	98	105	108
COc1ccccc1-c1c(-c2ccccc2)c[nH]c1C(=O)NCCO	94	104	104	100	102	96	95	102	111
CC(c1cccs1)N(C)Cc1nc(N)c2ccccc2n1 (stereo unspecified)	·	104	95	99	112	105	97	111	114
COc1cccc(NC(=O)Cn2c(C)c(C#N)c3ccccc32)c1	82	95	95	116	92	91	·	105	96
COc1ccc(/C(C)=N/N=C(\C)c2ccc(OC)cc2)cc1	99	96	101	92	107	96	100	101	101
Cc1cc2c(-c3nc4ccccn4c3NC3CCCCC3)c(O)c(O)cc2c(O)c1-c1c(C)cc2c(-c3nc4ccccn4c3NC3CCCCC3)c(O)c(O)cc2c1O	31	20	29	55	19	15	54	15	26
COc1cc(Cn2c(SCc3ccc(Cl)cc3)nc3ccccc3c2=S)cc(OC)c1OC	96	89	105	86	104	70	83	97	95
COc1ccc(CCOc2cc3c(cc2OC)CCN(C(=O)NCc2cocn2)C3c2ccc(C)cc2C)cc1 (stereo unspecified)	11	5.5*	23	46	3.6*	-41*	34	-62*	-2.6*
CCN(CC)c1ccc(Cc2ccc(N(CC)CC)c3cccnc23)c2ncccc12	81	90	98	93	92	68	80	97	76
C1CCCCCc2c(-c3n[nH]c4c3CCCCCCCCCC4)n[nH]c2CCCC1	105	110	106	108	117	106	101	117	123
CCOc1c(OC)cc2c(c1OCC)C(=O)N[C@@H]1[C@@H](O)[C@@H](O)[C@H](O)C[C@@H]21	100	102	106	99	107	89	97	113	100
COc1cc(/C=C2\CN(C(=O)CCN3CCC(=NO)CC3)C/C(=C\c3cc(OC)c(OC)c(OC)c3)C2=O)cc(OC)c1OC	-22*	-55*	-75*	-89*	-64*	-75*	-6.4*	-86*	-70*
C=CC[C@@]12Cc3ccccc3N[C@@H]1N(C)c1ccccc12	94	115	103	96	114	103	102	102	97
Cc1cccc2c1C[C@@]1(C2=O)C(c2ccc(C(C)(C)C)cc2)=NOS1=O (stereo partly specified)	83	72	100	92	92	91	81	105	98
COc1ccc(-c2cnc3nonc3n2)c(OC)c1	101	105	112	98	104	78	112	129	111
COc1ccc(C(=O)c2c[nH]c(C(=O)O)c2-c2ccc(OC)cc2)cc1	96	101	107	102	109	87	106	112	89
CC(=O)Nc1n[nH]c(=S)s1	307	91	96	113	104	55	94	107	105
COc1ccc(-c2nc3ccc(/C=C/C(=O)c4cccc(N)c4)cc3s2)cc1	94	91	111	82	100	86	117	122	96
N#CC1=C(N)Oc2nc[nH]c(=O)c2C1c1cccs1 (stereo unspecified)	110	100	102	105	106	98	89	106	99
COc1cc(C=O)cc(CN2CCN(c3cc4c(cc3F)c(=O)c(C(=O)O)cn4C3CC3)CC2)c1O	96	95	102	98	106	57	97	106	99
O=C(C[N+]12CN3CN(CN(C3)C1)C2)c1ccc2c(c1)CCCC2	112	113	107	123	110	102	100	112	117
C=C(C)P(=O)(OC(C)CCl)OC(C)CCl (stereo unspecified)	109	99	101	113	90	88	95	108	102
